Source: PubChem BioAssay
GFP derepression – qHTS Assay for Epigenetic Modulators. mouse C127i GFP locus derepression, cytometry, 30 h. Potency, µM (highest dose often 46.1 µM), inactives show at the top dose GFP derepression (activation). 68,000 compounds, 0.09% hits; also: % of control where 0% means no effect
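Locus derepression in mouse mammary C127i cells whose integrated CMV-GFP reporter is normally silent; GFP expression after 30 h compound treatment was quantified by counting fluorescent cells.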
Ub-GFP proteasome – Ubiquitin-GFP Assay; Ubiquitin-GFP reporter cells, proteasome inhibition, GFP fluorescence; response scale: untreated = 0%, 10 µM MG-132 = 100%; Potency, µM (doses to about 45.9 µM), without a hit: at the top dose activation (GFP accumulation), actives largely listed as activators; 67,000 tested, under 10 active; AID 526, 2006; active = well fitted activation curve with a large enough effect, not every such curve was filed as active; inconclusive = small, poorly fitted or top-dose-only effect, or another doubt; inactive = no such curve, though single readings can be large or run the other way; also: potency is read from the fitted curve at half-maximal effect
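Proteasome block read as GFP accumulation: ubiquitin(G76V)-GFP U2OS cells exposed to compound (2.9 nM–46 uM) for 4 hr at 37 C. Normalization used untreated cells as 0% and 10 uM MG-132 as 100%; concentration-response curves fitted.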
4-MU autofl – qHTS Assay for Spectroscopic Profiling in 4-MU Spectral Region. compound autofluorescence, 340/450 nm, 4-MU equivalents; stronger effect = higher value. max dye-equivalent concentration, M. 59,000 compounds, 11% hits. AID 589, 2007; in the data active = max dye-equivalent concentration above about 10 nM; inconclusive = mostly about 1.1 nM to 9.6 nM
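Compounds in 100 mM Tris, pH 8.0, incubated 15 min at room temperature, then fluorescence read at 340 nm excitation/450 nm emission. Signal converted to 4-MU dye-equivalent concentration using an on-plate six-point 4-MU standard curve.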
TexasRed autofl – qHTS Assay for Spectroscopic Profiling in Texas Red Spectral Region; Compound fluorescence, Texas Red channel, 547/618 nm; stronger effect = higher value; max dye-equivalent concentration, M; 59,000 compounds, 0.06% hits; in the data active = max dye-equivalent concentration above about 10 nM; inconclusive = between about 1.1 nM and that limit
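Texas Red-region profiling: compounds in 100 mM Tris pH 8.0 were read at 547/618 nm after 15 min at room temperature. Intensities were normalized against a six-point Texas Red standard series to give dye-equivalent concentration.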
15-hLO inh – qHTS Assay for Inhibitors of 15-hLO (15-human lipoxygenase). 74,000 compounds, 1.4% hits. Potency, µM (highest dose often 57.1 µM), for the others: top-dose activity change, negative = inhibition, usual class: inhibitors. AID 887, 2007. Polyunsaturated fatty acid lipoxygenase ALOX15 (Homo sapiens), P16050. purified 15hLO-1, xylenol orange hydroperoxide absorbance; also: potency is read from the fitted curve at half-maximal effect; % is scaled to controls: 0 for no effect and ±100 for the full control effect; nearly all actives have a fitted effect of over 55% in size
Target sequence (P16050 whole entry, looked up): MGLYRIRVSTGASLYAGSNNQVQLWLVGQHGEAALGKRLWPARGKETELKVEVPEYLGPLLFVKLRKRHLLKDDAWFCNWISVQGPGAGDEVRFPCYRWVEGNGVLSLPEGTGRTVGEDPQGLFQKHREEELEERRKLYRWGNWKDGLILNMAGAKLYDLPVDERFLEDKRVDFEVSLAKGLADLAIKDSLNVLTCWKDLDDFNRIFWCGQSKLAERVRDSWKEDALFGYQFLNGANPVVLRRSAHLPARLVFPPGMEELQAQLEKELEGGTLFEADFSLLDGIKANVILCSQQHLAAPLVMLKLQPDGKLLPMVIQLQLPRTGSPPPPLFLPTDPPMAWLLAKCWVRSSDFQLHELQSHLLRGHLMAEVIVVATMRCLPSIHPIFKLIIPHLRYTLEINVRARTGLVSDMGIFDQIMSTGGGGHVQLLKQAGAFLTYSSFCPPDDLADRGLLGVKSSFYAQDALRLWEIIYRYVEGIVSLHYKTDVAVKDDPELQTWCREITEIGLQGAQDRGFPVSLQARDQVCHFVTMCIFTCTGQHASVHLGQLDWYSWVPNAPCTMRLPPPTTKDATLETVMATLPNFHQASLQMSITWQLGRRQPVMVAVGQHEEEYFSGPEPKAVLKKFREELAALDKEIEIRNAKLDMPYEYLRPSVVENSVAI
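Hydroperoxide formed from arachidonic acid (50 uM) by purified human 15hLO-1 (40 nM) oxidizes ferrous iron, and the ferric-xylenol orange complex is read at 573 versus 405 nm. Compounds were preincubated 15 min; reaction ran 6 min at room temperature.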
Hsp90 Hop PPI – qHTS Assay for Disrupters of an Hsp90 Co-Chaperone Interaction | 71,000 compounds, 0.44% hits | Hsp90 C-terminal peptide / TPR2A (Hop) interaction, human | Potency, µM (highest dose often 57 µM), without a hit: top-dose activity change, negative = inhibition | AlphaScreen TPR2A-His6 binding biotin-Hsp90 C-terminal peptide; active = well fitted curve in either direction with a large enough effect; inconclusive = small, poorly fitted or top-dose-only effect, or another doubt; also: potency is read from the fitted curve at half-maximal effect; % is scaled to controls: 0 for no effect and ±100 for the full control effect; many of its hits are not listed in these tables
Fluorescein autfl – qHTS Assay for Spectroscopic Profiling in Fluorescein Spectral Region. Compound autofluorescence, 480/540 nm, fluorescein-equivalent; stronger effect = higher value. max fluorescein-equivalent concentration, M. 59,000 compounds, 0.91% hits. AID 593, 2007; in the data active = max fluorescein-equivalent concentration above about 10 nM; inconclusive = between about 1.1 nM and that limit
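Read-out is intrinsic compound fluorescence at 480/540 nm (excitation/emission), expressed as dye-equivalent concentration using a fluorescein standard series run on every plate. Compounds sat 15 min at room temperature in 100 mM Tris, pH 8.0.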
HBB splicing – qHTS Assay for Modulators of Hemoglobin Beta Chain Splicing | 65,000 compounds, 0.06% hits | AID 925, 2007 | HBB splicing reporter cell assay, activation; EGFP reporter with mutant IVS2-654 intron; response scale: normalised to 500 nM splice-correcting PNA | Potency, µM (top dose mostly 46.1 µM), for inactives: at the highest dose activation, usual class: activators; also: potency is read from the fitted curve at half-maximal effect; 0% is about no effect
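Compounds were applied for 2 days to HeLa EGFP-654 cells, 500/well in Optimem with 2% FCS. The reporter's EGFP is disrupted by mis-splicing of beta-globin intron IVS2-654. Readout: summed well GFP fluorescence from 488 nm laser scanning; reference was 500 nM antisense […] 654 PNA.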
HADH2 inhib – qHTS Assay for Inhibitors of HADH2 (Hydroxyacyl-Coenzyme A Dehydrogenase, Type II). 3-hydroxyacyl-CoA dehydrogenase type-2 (Homo sapiens), Q99714. 73,000 compounds, 3.4% hits. recombinant HADH2, NADH fluorescence, beta-hydroxybutyryl-CoA. Potency, µM (doses to about 57.1 µM), without a hit: at the highest dose activity change, negative = inhibition, usual class: inhibitors. AID 886, 2007; also: potency is read from the fitted curve at half-maximal effect; % is scaled to controls: 0 for no effect and ±100 for the full control effect; nearly all actives have a fitted effect of over 60% in size; many of its hits are not listed in these tables
Target sequence (Q99714 whole entry, looked up, one chain of several): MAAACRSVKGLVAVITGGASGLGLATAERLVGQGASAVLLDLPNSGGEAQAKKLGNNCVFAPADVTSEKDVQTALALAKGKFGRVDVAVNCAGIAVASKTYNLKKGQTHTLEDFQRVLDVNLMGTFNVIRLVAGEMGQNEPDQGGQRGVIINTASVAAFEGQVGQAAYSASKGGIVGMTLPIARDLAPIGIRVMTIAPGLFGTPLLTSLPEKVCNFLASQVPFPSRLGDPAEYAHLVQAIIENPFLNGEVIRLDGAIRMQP
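His-tagged recombinant enzyme from E. coli, 20 nM, preincubated 15 min RT with compound; reaction started with 1 mM NAD+ and 90 uM beta-hydroxybutyryl-CoA in 100 mM Tris-HCl pH 9.0. NADH fluorescence (ex 360/em 450) read over 4 min; last-minus-first difference.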
Rhodamine autofl – qHTS Assay for Spectroscopic Profiling in Rhodamine Spectral Region; Rhodamine-region fluorescence, 547/598 nm, Tris buffer; stronger effect = higher value; max dye-equivalent concentration, M; 59,000 compounds, 0.05% hits; in the data active = max dye-equivalent concentration above about 11 nM; inconclusive = between about 1.1 nM and that limit
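Intensities are converted to rhodamine-equivalent concentration using a six-point rhodamine standard on each plate. Compounds sit 15 min at room temperature in 100 mM Tris buffer, pH 8.0; read uses the 547/598 nm excitation/emission pair.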
Pol III holo inh – qHTS Assay for Inhibitors of DNA Polymerase III Holoenzyme System; Potency, µM (titrated, usually from 57.1 µM), without a hit: top-dose activity change, negative = inhibition; reconstituted DNA polymerase III holoenzyme replication, biochemical; 71,000 compounds, 0.25% hits; also: potency is read from the fitted curve at half-maximal effect; % is scaled to controls: 0 for no effect and ±100 for the full control effect
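Reconstituted *E. coli* holoenzyme (0.35 nM Pol III, 1 nM beta, 154 nM SSB, 2 nM primase) was preincubated with compound for 15 min at RT. Synthesis on 1.4 nM ssM13Gori ran 35 min, then was stopped with PicoGreen/EDTA and read as dsDNA fluorescence.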
The depositor's hits bear a star; i = inactive; u = inconclusive; x = not tested or not shown; & = joins results of further samples; [ ] = another dose, or the depositor's remark. Unless noted, calls follow the shape of the dose curve; as a rule, active = well fitted curve in the direction sought with a large enough effect; inconclusive = small, poorly fitted or top-dose-only effect, or another doubt; inactive = no such curve, though single readings can be large; an effect the other way counts as inactive or inconclusive. Only part of the results is shown; the hit share may differ from the screen's.

SMILES | GFP derepression | Ub-GFP proteasome | 4-MU autofl | TexasRed autofl | 15-hLO inh | Hsp90 Hop PPI | Fluorescein autfl | HBB splicing | HADH2 inhib | Rhodamine autofl | Pol III holo inh
CN(C)c1cc(N)c2c(n1)CCC2 (tested in a mixture with another compound) | -2% | 3% | i | u | 5% | -2% | i | x | -3% | i | -6%
c1ccc2cc(CC3=NCCN3)ccc2c1 | -1%&-1% | 4%&4% | i | i | 2%&6% | 0%&-4% | u | -2.0%&0.9% | -1%&10% | i | 5%&-8%
BrCCc1ccccc1 | x | x | x | x | 7% | -7% | x | 0.0% | -4% | x | -6%
c1cc2n(c1)-c1c(ccc3c1OCO3)CNC2c1ccc2c(c1)OCO2 (stereo unspecified) | 3% | -4% | i | i | 1% | -3% | i | -0.6% | -2% | i | -1%
Oc1cc2c(cc1O)[C@H]1c3ccccc3CN[C@@H]1CC2 | 0% | 1% | 1.1e-08M* | i | u | -14% | u | 0.7% | 0.63µM* | i | 2%
c1ccc(CCCCN2CCC(c3ccccc3)CC2)cc1 | -1% | 4% | x | x | -6%[25.6 µM] | -7% | x | x | 6% | x | -6%
Nc1nnnn1CCO | -1%[9.22 µM] | -3%[9.17 µM] | i | i | -5%[11.4 µM] | -3%[11 µM] | i | -0.2%[9.22 µM] | 1%[11.4 µM] | i | -12%[11.4 µM]
OC(CNC1CCCCC1)c1ccccc1 (stereo unspecified) | 4% | -9% | x | x | 8% | 0% | x | 0.3% | -6% | x | -10%
CCOC(=O)CC1=C(C(=O)OCC)C2(C(=O)Nc3ccccc32)C(C#N)=C(N)O1 (stereo unspecified) | 2% | 0% | i | u | 9% | 1% | i | x | -3% | i | -3%
COc1ccc(N2CCN(C(CNC(=O)Oc3ccccc3)c3cccnc3)CC2)cc1 (stereo unspecified) | -3% | 5% | i | i | 1% | -12% | u | -2.1% | -8% | i | -1%
O=C(O)C1(c2ccc(Cl)cc2)CCC1 | 1% | 0% | i | i | 25% | -7% | u | -0.9% | 1% | i | 1%
C#CCOC(=O)C1=CCCN(C)C1 | 3%&-1% | -3%&-5% | i | i | -16%[25.6 µM] | -10%&-5% | u | -0.1% | 15%&-9% | i | -5%&-8%
CC(C)Oc1ccc(Cc2c(O)[nH]c(=O)[nH]c2=O)cc1 | -5% | 5% | i | i | 10% | -5% | i | x | -3% | i | -3%
CCC1(c2ccccc2)C(=O)N(COC)C(=O)N(COC)C1=O | 0% | -15%[9.17 µM] | x | x | -1%[11.4 µM] | -5%[11 µM] | x | 0.6%[0.0738 µM] | 5%[11.4 µM] | x | -2%[11.4 µM]
CN1C[C@H](CNC(=O)OCc2ccccc2)C[C@H]2c3cccc4c3c(cn4C)C[C@@H]21 | 0% | 5% | i | i | -10%&1%[25.6 µM] | u | u | 1.6%[20.6 µM] | 4% | i | -2%
CCOC(=O)c1ccc(NC(=O)c2c(O)[nH]c(=O)[nH]c2=O)cc1 | 5% | 16% | u | u | 2% | -4% | 4.1e-05M* | -8.6% | u | u | i
N#Cc1ccc(CN2CC3(CCNCC3)C2)cc1 | 6%[9.22 µM] | -12% | i | i | 13% | 0% | i | 0.6% | -13% | i | 2%
CCCCCCN=C(CC)c1c(O)n(CCCC)c(=O)[nH]c1=O | 3% | 3% | i | u | -24% | 2% | i | 6.0%[1.84 µM] | 0% | i | 0%
c1ccc2c(c1)Nc1ccccc1S2 | x | x | x | x | 6.3µM* | -19% | x | 0.1% | 6% | x | -1%
c1ccc(NNc2ccccc2)cc1 | x | x | x | x | -1% | -1% | x | 0.0% | -6% | x | -1%
CC(=NCc1ccco1)c1c(O)n(C)c(=O)n(C)c1=O | 2% | -3% | i | u | 3% | -6% | u | -5.3%[0.369 µM] | 5% | i | 4%
O=C(Cn1cc(C(=O)c2ccccc2)c2ccccc21)NCc1ccco1 | 0% | 4% | i | i | 7% | -8% | i | 0.3% | -13% | i | -2%
O=C(Cc1cccs1)N1CCC2(CC1)OCCO2 | 2% | 3% | i | i | 1% | -2% | i | 2.8% | 8% | i | -3%
CCN1CCN(C(=O)Cc2coc3cc(C)cc(C)c23)CC1 | 2% | 9% | i | i | -4% | -9% | i | 1.4% | 0% | i | -5%
Nc1ccccc1Cl | x | x | x | x | -2% | 2% | x | 0.5% | 5% | x | -2%
O=[N+]([O-])c1cc(C(F)(F)F)cc([N+](=O)[O-])c1Cl | x | x | x | x | u | -4% | x | -0.6% | -6% | x | -7%
Oc1ccc2c3c1O[C@H]1c4[nH]c5ccccc5c4C[C@]4(O)[C@H](C2)N(CC2CC2)CC[C@@]314 | 0%&2% | 0%&-1% | i | i | -19%[25.6 µM] | -9%&-8% | u | 1.2% | -2%&8% | i | -2%&0%
CCCCn1c(O)c(C=NCCN2CCCCC2)c(=O)[nH]c1=O | 0%[20.6 µM] | x | i | i | x | x | u | x | x | i | x
COC(=O)N(c1ccccc1)P1(=S)OCCO1 | -2% | -6% | i | i | u | -3% | i | -1.3% | 3.2µM* | i | 1%
COC(=O)C1C2c3ccccc3OC1(C)N=c1s/c(=C/c3cn(C)nc3C)c(=O)n12 (stereo unspecified) | -3% | 15% | u | i | -3% | -6% | i | 0.2% | 1% | i | 4%
CCOP(=O)(c1ccc(N(C)C)cc1)C(O)c1c(Cl)cccc1Cl (stereo unspecified) | 0% | -1% | i | u | 13% | -7% | u | -0.3%[0.369 µM] | 55%[activator] | i | -6%
CC(=O)N[C@@H]1CCSC1=O | 1%[20.6 µM] | -2%[20.5 µM] | i | i | 3%[25.6 µM] | 0%[26 µM] | u | 1.5%[20.6 µM] | 6%[25.6 µM] | i | -1%[25.6 µM]
Clc1cccc(N2CCNCC2)c1 | 0%&-1% | 1%&-5% | i | u | -3%[25.6 µM] | -3%&-2% | i | -0.1% | -2%&5% | i | 1%&15%
C=CCN1C[C@H](C)N([C@H](c2ccc(C(=O)N(CC)CC)cc2)c2cccc(OC)c2)C[C@H]1C | 1% | 3% | x | x | -5%[25.6 µM] | 1% | x | x | 2% | x | -4%
COc1ccc(OC)c(-n2c(O)c(C=NCc3ccc4c(c3)OCO4)c(=O)[nH]c2=O)c1 | 2% | -5% | i | i | 8% | -3% | i | -0.2%[57.5 µM] | -4% | i | -6%
C[C@H](N)Cc1cnc[nH]1 | 1%&-2% | 0%&-6% | i | i | 4%[25.6 µM] | 0%&-11% | u | 0.6% | 6%&-9% | i | -6%&0%
CN(C)/C=c1\sc2c(C#N)cc(C(=O)c3ccc(Br)cc3)n2c1=O | u | 2% | i | i | u | -5% | 8.1e-07M* | u | -2% | i | -1%
CCOC(=O)c1c(N)n(Cc2ccccc2)c2nc3ccccc3nc12 | 4% | 1% | 1.1e-06M* | i | 4% | 3% | u | -3.2% | -24% | i | -5%
N#Cc1cccc(NC(=O)N2CC[C@@]3(CCCN(C(=O)Oc4ccccc4)C3)C2)c1 | -2%[9.22 µM] | -2% | i | i | 8% | -4% | u | 3.8% | 6% | i | 2%

Compound profiles, as listed above.
Shown for CN(C)/C=c1\sc2c(C#N)cc(C(=O)c3ccc(Br)cc3)n2c1=O = GFP derepression: u; Ub-GFP proteasome: 2%; 4-MU autofl: i; TexasRed autofl: i; 15-hLO inh: u; Hsp90 Hop PPI: -5%; Fluorescein autfl: 8.1e-07M*; HBB splicing: u; HADH2 inhib: -2%; Rhodamine autofl: i; Pol III holo inh: -1%
Shown for Nc1ccccc1Cl = GFP derepression: x; Ub-GFP proteasome: x; 4-MU autofl: x; TexasRed autofl: x; 15-hLO inh: -2%; Hsp90 Hop PPI: 2%; Fluorescein autfl: x; HBB splicing: 0.5%; HADH2 inhib: 5%; Rhodamine autofl: x; Pol III holo inh: -2%
